From PubChem BioAssay
DT40 TDP1 CPT: DT40-hTDP1 cell growth loss with CPT; chicken DT40 Tdp1-/-;hTDP1 cells + 20 nM CPT, ATP luminescence, 48 h; Potency, µM (titrated, usually from 46.2 µM), for inactives: at the highest dose activity change, negative = growth inhibition, hits mostly inhibitors; 420,000 compounds, 12% hits; also: nearly all actives have a fitted effect of over 55% in size
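Chicken DT40 Tdp1-/- cells complemented with human TDP1, 400 cells/well, exposed to compounds plus 20 nM camptothecin for at least 48 h at 37 C; viability read as ATP content by CellTiter-Glo luminescence.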
KAT2A inh: GCN5L2 (KAT2A) acetyltransferase inhibition | AID 504327 | 390,000 compounds, 0.21% hits | Q92830 | GCN5L2 HAT assay, ThioGlo1 CoA-SH fluorescence | Potency, µM (doses to about 58.9 µM), for inactives: at the top dose activity change, negative = inhibition, usual class: inhibitors
Target sequence (Q92830 whole entry, looked up): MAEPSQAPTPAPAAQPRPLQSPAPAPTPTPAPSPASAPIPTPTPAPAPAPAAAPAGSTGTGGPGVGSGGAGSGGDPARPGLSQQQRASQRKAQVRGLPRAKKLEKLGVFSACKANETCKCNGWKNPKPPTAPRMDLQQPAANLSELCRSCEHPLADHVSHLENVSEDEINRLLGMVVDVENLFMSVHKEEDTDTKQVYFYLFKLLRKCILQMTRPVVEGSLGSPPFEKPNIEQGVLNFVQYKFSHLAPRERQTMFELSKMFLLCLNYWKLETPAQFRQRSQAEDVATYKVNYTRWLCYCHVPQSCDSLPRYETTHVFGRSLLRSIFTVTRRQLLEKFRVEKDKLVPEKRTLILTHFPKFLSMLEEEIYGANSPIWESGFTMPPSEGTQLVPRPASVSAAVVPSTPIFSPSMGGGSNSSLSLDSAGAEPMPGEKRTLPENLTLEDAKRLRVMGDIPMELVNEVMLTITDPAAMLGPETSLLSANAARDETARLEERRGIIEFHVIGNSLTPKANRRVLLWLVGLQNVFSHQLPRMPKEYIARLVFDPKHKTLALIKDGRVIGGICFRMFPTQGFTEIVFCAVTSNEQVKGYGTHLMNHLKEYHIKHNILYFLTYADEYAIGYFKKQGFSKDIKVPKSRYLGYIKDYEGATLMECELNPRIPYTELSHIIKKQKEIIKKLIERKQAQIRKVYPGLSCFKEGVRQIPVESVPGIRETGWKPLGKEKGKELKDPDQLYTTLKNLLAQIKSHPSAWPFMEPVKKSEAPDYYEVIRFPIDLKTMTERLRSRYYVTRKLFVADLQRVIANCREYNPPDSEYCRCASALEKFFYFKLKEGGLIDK
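qHTS, 1536-well. 20nM enzyme, pH 7.5 HEPES/EDTA/Tween-20 buffer; 15 min compound preinc., RT. Start: 75uM H3(1-25), 70uM AcCoA, 50uM ThioGlo1. Read Ex340/Em540 at t=0 (autofluorescence flag) and t=20 min.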
TDP1 cell noCPT: qHTS for Inhibitors of human tyrosyl-DNA phosphodiesterase 1 (TDP1): qHTS in cells in absence of CPT; 420,000 compounds, 15% hits; Potency, µM (doses to about 46.2 µM), for the others: top-dose activity change, negative = growth inhibition, hits mostly inhibitors; DT40 Tdp1-/- hTDP1 cells, no CPT, ATP luminescence, 48 h; AID 686978, 2013; also: nearly all actives have a fitted effect of over 55% in size
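Compound effects on proliferation are scored in DT40 Tdp1-/-;hTDP1 cells in the absence of CPT. ATP levels (CellTiter-Glo luminescence) are recorded after a ≥48 hr, 37 °C incubation.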
The depositor's hits bear a star; u = inconclusive; x = not tested or not shown; & = joins results of further samples; [ ] = dose if it differs, or a comment. Calls follow the shape of the dose curve; as a rule, active = well fitted curve in the direction sought with a large enough effect; inconclusive = small, poorly fitted or top-dose-only effect, or another doubt; inactive = no such curve, though single readings can be large; an effect the other way counts as inactive or inconclusive. % is scaled to controls: 0 for no effect and ±100 for the full control effect; potency is read from the fitted curve at half-maximal effect. Not all compounds are listed; the hit share may differ from the screen's.

molecule	DT40 TDP1 CPT	KAT2A inh	TDP1 cell noCPT
COc1ccc(OC)c(/C=C/C(=O)OCC(=O)N2CCN(S(=O)(=O)c3ccc(C)cc3C)CC2)c1	u	-4%	u
COc1ccc(C(=O)CSc2nnc(C3CC3)n2N)cc1	u	0%	u
CCOc1ccccc1NC(=O)C(NS(=O)(=O)c1ccc2c(c1)CCC(=O)N2)c1ccccc1 (centres undefined)	u	-4%	u
O=C(Nc1ccc(Br)cc1Cl)Nn1cnnc1	1%	2%	26%
O=C(CCNC(=O)c1ccc([N+](=O)[O-])cc1)Nc1nccs1	-1%	-5%	2%
Cc1ccc(-c2nnn(CC(=O)N(c3ccccc3F)C(C(=O)NCC3CCCO3)c3c[nH]c4ccccc34)n2)cc1 (centres undefined)	u	-16%	u
Cc1ccc(O)c(-c2cc(-c3cccc(Br)c3)n[nH]2)c1	u	4%	u
Cc1ccc(-c2ccc(/C=N\NC(=O)C3C(=O)NCC3c3ccccc3)o2)cc1Cl (centres undefined)	u	-7%	u
Cc1cc(C(=O)OCn2nnc3ccccc3c2=O)c(C)n1-c1ccccc1	u	-25%	18µM*
Cc1ccccc1NC(=O)COc1coc(CN2CCN(c3ccccc3)CC2)cc1=O	u	-6%	u
O=C(CC[C@H]1O[C@@H](n2cnc3c(NC(=O)c4ccccc4)ncnc32)[C@H](O)[C@@H]1O)NCC1CCN(Cc2ccccc2)CC1	-5%	x	-5%
Cc1cccc(CCN2C(N(C)C)=NC[C@@H]2Cc2ccccc2)c1	u	-3%	u
Cn1ncc2c(NCCO)nc(Cl)nc21	-23%	x	2%
COc1ccc(C)cc1NC(=O)CN(C)S(=O)(=O)c1ccc2c(c1)CCCN2C(C)=O	u	-4%&-12%	u
Cc1ccc(/C=C/c2onc(C)c2S(=O)(=O)N2CCC(C(=O)NCc3ccc(C)o3)CC2)cc1	u	-4%	u
O=C(CC(NC(=O)c1ccccc1Cl)c1ccccc1)Nc1ccc2c(c1)OCO2 (centres undefined)	17%	3%	-6%
Cc1ccc(-c2n[nH]c(=S)n2C)cc1	26µM*	1%	16µM*
Cc1cccc(NS(=O)(=O)c2cccc(C(=O)N3CCN(c4ccccn4)CC3)c2)c1	-30%	u	-28%
Cc1noc(NS(=O)(=O)c2ccc(NC(=O)C(C)(C)C)cc2)c1C	2%	-3%	2%
N#C/C(=N\Nc1ccc(Cl)c(Cl)c1)C(=O)C1CC1	21µM*	0%	6.5µM*
O=C(CNC(=O)c1ccc(-c2ccccc2)cc1)OCc1c(F)cccc1Cl	-15%	0%	9%
CC(=O)Nc1ccc(-c2csc(NC=C3C(=O)OC(C)(C)OC3=O)n2)cc1	-8%	-6%	u
CC(=O)NC(=S)Nc1ccccc1N1CCCCC1	-6%	-5%	-15%
O=C(CSc1nnc(CNC(=O)c2ccc(F)cc2)o1)Nc1ccc2c(c1)OCCO2	-3%	-13%	-16%
CCCOc1ccc(NC(=O)C(=O)NCCCn2ccnc2)cc1	-19%	-5%	-5%
CCCCN(CC)C(=O)Cn1c(=O)n(-c2ccc(OCC)cc2)c(=O)c2c3c(sc21)CCC3	u	-4%	u
CCSc1ncc(Cl)c(C(=O)Nc2ccc(S(=O)(=O)N3CCCCC3)cc2)n1	21µM*	-4%	12µM*
COc1ccc(COC(=O)CN2C(=O)NC3(CCCC3)C2=O)cc1F	0%	-6%	u
O=C(COC(=O)COc1cccc(C(F)(F)F)c1)NC(=O)NC1CCCCC1	-9%	2%	u
Cn1cccc1C(=O)NCc1ccc(S(N)(=O)=O)cc1	2%	-4%	4%
Clc1cccc(Cl)c1CSc1nnc(-c2ccncc2)s1	u	-2%	u
COc1ccc(CCNC(=O)CCS(=O)(=O)c2ccc3nc(C)sc3c2)cc1OC	-10%	13%	-26%
CS(=O)(=O)N(CC(=O)N1CCCCCC1)c1cccc(Cl)c1Cl	u	3%	-28%
COc1ccc(CNC(=O)c2cc(-c3ccncc3)nc3c(C)cc(C)cc23)cc1OC	u	-21%	u
C/C(=N\NC(=O)c1ccc(Cl)c(Cl)c1)c1cccc(NC(=O)C(C)C)c1	-8%	-4%	-23%
COCCNC(=O)C(c1ccc(C)cc1)N(Cc1ccccc1)C(=O)CCC(=O)Nc1ccccn1 (centres undefined)	8%	2%	-23%
O=C(O)c1cc(Cl)c(Cl)cc1C(=O)Nc1cccc2ncccc12	-2%	-10%	-4%
CC1(C)OC(=O)N(NCc2ccccc2)C1(C)O (centres undefined)	10%	-9%	4%
CCn1cc(/C=C(\NC(=O)c2ccc(C)cc2)C(=O)NCCCN2CCOCC2)c2ccccc21	-28%	0%	0%
CCc1ccc(/C(C)=N\Nc2ccc([N+](=O)[O-])cc2)cc1	-4%	-10%	u

3 entries out of the list, ordered by molecular weight, smallest number first:
molecule	DT40 TDP1 CPT	KAT2A inh	TDP1 cell noCPT
CC1(C)OC(=O)N(NCc2ccccc2)C1(C)O (centres undefined)	10%	-9%	4%
CS(=O)(=O)N(CC(=O)N1CCCCCC1)c1cccc(Cl)c1Cl	u	3%	-28%
CCn1cc(/C=C(\NC(=O)c2ccc(C)cc2)C(=O)NCCCN2CCOCC2)c2ccccc21	-28%	0%	0%

Continued.
molecule	DT40 TDP1 CPT	KAT2A inh	TDP1 cell noCPT
Cc1nn(CC(=O)O)c(=O)c2ccccc12	3%	-7%	-5%
COc1ccc(CN2CCC(C(=O)N3CCCC(C)C3)CC2)cc1OC (centres undefined)	0%	-3%	10%
CCCN(CCC)S(=O)(=O)c1ccc(C(=O)N2CCOCC2)cc1	-16%	-12%	-1%
CCN(CC(=O)Nc1ccc2c(c1)OCCO2)C(=O)c1ccc(Cl)cc1Cl	u	-5%	u
Clc1ccc(C2Nc3cccc4cccc(c34)N2)cc1	u	0%	u
COc1ccccc1CCNC(=O)Cn1ccc2cc(S(=O)(=O)N3CCCC3)ccc21	u	-4%	u
COc1ccc(OC)c(S(=O)(=O)NCC(=O)NC2CCCCCC2)c1	-2%	1%	-6%
Cc1sc2nc(-c3ccccn3)[nH]c(=O)c2c1-c1ccccc1	9.2µM*	-18%	10µM*
Cc1cc(NC(=O)c2cc(-c3ccc4c(c3)OCO4)on2)n(-c2ccccc2)n1	-13%	2%	-21%
Cc1cc(C(F)(F)F)nc(-n2cc(-c3cccc(N)c3)nn2)n1	-1%	-1%	-28%
Cc1ccc(NC(=O)C2CCN(S(=O)(=O)c3c(C)noc3C)CC2)cc1	-11%	2%	-20%
Nc1nc(C2CCCN2S(=O)(=O)c2ccc(Cl)cc2)cs1 (centres undefined)	4%	-1%	-12%
O=C(OCC(=O)N(Cc1ccccc1)Cc1ccccc1)c1cccc(O)c1	u	-4%	u
CC(C)c1ccc(C(CC(=O)c2ccc(Cl)cc2)C(=O)O)cc1 (centres undefined)	-6%	1%	-20%
O=C(NCCc1c[nH]c2ccccc12)c1cc([N+](=O)[O-])cc([N+](=O)[O-])c1	u	3%	-9%
CCCc1cc(=O)oc2c(C)c(OCC(=O)NC3CCN(Cc4ccccc4)CC3)ccc12	18µM*	-4%	u
Cn1cnnc1SCC(=O)Nc1ccccc1Sc1ccccc1	-20%	-11%	-1%
COCCCn1c(=O)c2ccccc2n(Cc2cccc(C)c2)c1=O	-18%	2%	-14%
Cc1[nH]n(-c2ccccc2)c(=O)c1/C=N/N1C(=O)c2ccc3c4c(ccc(c24)C1=O)CC3	u	0%	18µM*
COc1ccc(C2SCC(C(=O)O)N2C(C)=O)cc1OC (centres undefined)	u	-18%	-6%

Whole records from above:
Record of Cc1ccc(NC(=O)C2CCN(S(=O)(=O)c3c(C)noc3C)CC2)cc1 → DT40 TDP1 CPT: -11%; KAT2A inh: 2%; TDP1 cell noCPT: -20%
Record of Cn1cnnc1SCC(=O)Nc1ccccc1Sc1ccccc1 → DT40 TDP1 CPT: -20%; KAT2A inh: -11%; TDP1 cell noCPT: -1%
Record of O=C(OCC(=O)N(Cc1ccccc1)Cc1ccccc1)c1cccc(O)c1 → DT40 TDP1 CPT: u; KAT2A inh: -4%; TDP1 cell noCPT: u

Other structures
Order of values: DT40 TDP1 CPT | KAT2A inh | TDP1 cell noCPT
Cc1cccn2c(=O)c(/C=C3\SC(=S)NC3=O)c(NCCCN3CCOCC3)nc12
 : u | -2% | 23µM*
CCOc1ccc(/C=C2\SC(=S)N(CCC(=O)O)C2=O)cc1
 : -2% | -6% | 3%
CC(=O)Oc1ccc(C(=O)Nc2ccc3c(c2)C(=O)N(CCC(=O)O)C3=O)cc1
 : 13% | -3%[0.501 µM] | 18%
Cc1ccccc1OCCn1c(S(=O)(=O)O)nc2c(N)ncnc21
 : -1% | 4% | -2%
C[C@@H]1C/C=C/C=C/C=C/C=C/[C@H](O[C@@H]2O[C@H](C)[C@@H](O)[C@H](N)[C@@H]2O)C[C@@H]2O[C@](O)(C[C@@H](O)C[C@H]3O[C@@H]3/C=C/C(=O)O1)C[C@H](O)[C@H]2C(=O)O
 : 1% | x | -1%
CC(C)C(OC(=O)c1ccccc1)c1nccc2ccccc12 (centres undefined)
 : u | 3% | u
CCN(CC(=O)Nc1c(Cl)cccc1Cl)C(=O)C1CCN(c2ncnc3sc(C)c(C)c23)CC1
 : -13% | 0% | u
O=[N+]([O-])c1cccc(-c2nnc3n2CCCCC3)c1
 : -5% | -3% | -11%
CCCc1n(CC(O)COCc2ccccc2)c2ccccc2[n+]1C (centres undefined)
 : 23µM* | -14% | 23µM*
Cc1ccc(CNc2nc(-c3ccco3)nn2S(=O)(=O)c2ccc3ccccc3c2)cc1
 : -5% | -13% | -10%
Cc1cc(OC(=O)CNC(=O)OC(C)(C)C)c2c(C)cc(=O)oc2c1
 : 2% | -3% | -26%
C=CCn1c(C)nnc1SCC(=O)Nc1nccs1
 : 8% | 2% | 17%
O=c1[nH]c(-c2ccccc2)nnc1-c1ccccc1
 : -4% | -1% | -9%
Cc1cc(C(=O)NCc2nnc3n2CCN(Cc2ccc(C)c(C)c2)CC3)c(C)o1
 : 10%[9.04 µM] | x | -1%
CC(C)=CCC/C(C)=C/CC/C(C)=C/CO
 : u | -4% | u
Cc1ccc2[nH]c(=O)c(C(c3nnnn3CC3CCCO3)N3CCc4ccccc4C3)cc2c1 (centres undefined)
 : u | 1% | u
O=C(COC(=O)c1ccccc1C(=O)c1ccc(Cl)c([N+](=O)[O-])c1)NC1CC1
 : 18µM* | 0% | 16µM*
COc1ccc(C(c2nnnn2Cc2ccccc2)N2CCN(C/C=C/c3ccccc3)CC2)cc1 (centres undefined)
 : u | x | 15µM*
O=C(Nc1sc2c(c1C(=O)O)CCCCC2)c1ccccc1F
 : u | 3% | u
Cc1ccc(C(c2sc3nc(C)nn3c2O)N2CCOCC2)cc1 (centres undefined)
 : -4% | -1% | -10%
CC12CCC(=O)N1C(C(=O)NNC(=O)c1ccccc1F)CS2 (centres undefined)
 : -1% | -7% | 4%
O=C(CCCN1C(=O)/C(=C/c2cccs2)SC1=S)Nc1ccc(O)cc1
 : u | -8% | u
CC(C)(C)c1ccc(/C=C/C(=O)NCCCn2ccnc2)cc1
 : u | -9% | 16µM*
COc1ccc(Nc2nc(N)nc(CSCCO)n2)cc1
 : 0% | -9% | -12%
CCC(=O)NC(=S)Nc1ccc(S(=O)(=O)N2CCN(C)CC2)cc1
 : 3% | -4% | -53%
O=C(NCc1ccc(F)cc1)c1ccc(Nc2nc3ccccc3n3nnnc23)cc1
 : 21µM* | -12% | 15µM*
Cc1onc(-c2c(Cl)cccc2Cl)c1C(=O)NCCc1ccncc1
 : 1% | -1% | -14%
CC(C)CCNC(=O)CN(CCN1CCOCC1)C(=O)Cn1nnc(-c2ccc(F)cc2)n1
 : -6% | 2% | -19%
CCOC(=O)c1ccc(NC(=O)C2CCN(C(=O)c3ccc(OC)c(OC)c3)CC2)cc1
 : u | -4% | 21µM*
CC(C)c1ccc(/C=N/n2c(-c3ccccc3)n[nH]c2=S)cc1
 : u | -8% | u
NC(=O)CSc1nnc(Cn2c(=O)sc3ccccc32)n1-c1ccccc1
 : u | -1% | 2%
O=C(O)c1cccc(Nc2c([N+](=O)[O-])c(=O)oc3ccccc23)c1
 : 2% | -13% | 15%
COc1ccc(-c2cc(C#N)nc(N3CCN(C)CC3)n2)cc1
 : -4% | -8% | u
Cc1ccc(C2CC(=O)NC(SCC(=O)Nc3nccs3)=C2C#N)cc1 (centres undefined)
 : -11% | -6% | -26%
O=C(Cn1cncn1)c1ccccc1Br
 : 6% | 0% | 17%
